From PubChem
HCMV inh: blocks human cytomegalovirus replication | HFF cells, HCMV-luciferase reporter, 72 h; stronger effect = lower value | activity change, negative = inhibition, % at 57.5 µM | 4.5% of 410,000 active | AID 1259415; in the data active = activity change below about -60%; inconclusive = no clear call, values can overlap the other calls; inactive = above about -39%; note: % is set by controls: 0 for no effect and ±100 for the full control effect
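Human foreskin fibroblasts infected with luciferase-reporter HCMV at MOI 1 PFU/cell, compounds at two doses. Luciferase measured 72 h post infection; normalized to buffer-only basal and Salinomycin (10uM) controls.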
FBPA Giardia inh: blocks Giardia fructose-bisphosphate aldolase activity. A8B2U2. purified Giardia FBPA. Potency, µM (series often up to 59.6 µM), inactives show at the top dose activity, negative = inhibition, actives largely listed as inhibitors. 0.71% of 290,000 active. AID 2451; note: potency is the fitted concentration of half-maximal effect; % is set by controls: 0 for no effect and ±100 for the full control effect; nearly all actives have a fitted effect of over 55% in size
Target sequence (A8B2U2 whole entry, looked up): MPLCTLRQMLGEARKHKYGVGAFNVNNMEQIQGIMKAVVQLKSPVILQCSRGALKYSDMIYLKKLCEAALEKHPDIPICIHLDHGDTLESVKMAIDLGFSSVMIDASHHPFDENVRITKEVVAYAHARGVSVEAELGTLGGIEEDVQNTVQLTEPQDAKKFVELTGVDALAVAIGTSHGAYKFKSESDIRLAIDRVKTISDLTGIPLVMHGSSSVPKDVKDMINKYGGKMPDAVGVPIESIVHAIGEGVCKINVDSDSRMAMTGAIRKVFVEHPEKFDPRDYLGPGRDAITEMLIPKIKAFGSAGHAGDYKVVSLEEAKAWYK
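Giardia FBPA (40 nM reagent) was preincubated 10 min at RT with compound (up to 57.5 uM final), then substrate plus GAPDH/TPI/NAD/arsenate coupling system with diaphorase/resazurin was added; resorufin fluorescence (525/598 nm) was read after 20 min.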
CHX counter: affects cycloheximide protein synthesis inhibition readout, counter-screen | cell reporter, cycloheximide protein synthesis inhibition counterscreen | max response, % | 12% of 300,000 active | AID 2314; in the data active = max response mostly above about 13%, no sharp cut-off; inactive = mostly below about 14%; note: read at 38.3 µM for the half of the compounds with a filed dose; 0% is about no effect
AMA1 RON2 block: AMA1-RON2 (P. falciparum) interaction inhibition; AlphaScreen AMA1-biotinylated RON2 peptide binding; Potency, µM (top dose mostly 58.2 µM), without a hit: top-dose activity change, negative = inhibition, actives largely listed as inhibitors; 0.2% of 360,000 active; AID 720542;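 note: potency is the fitted concentration of half-maximal effect; 0% = vehicle wells and -100% = peptide control; nearly all actives have a fitted effect of over 45% in size; some results filed as inactive show a strong effect at the top dose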
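AMA1 (3D7) with his tag at 25 nM final met compounds first, then biotinylated RON2 peptide at 25 nM; detection used donor plus acceptor beads, 10 µg/mL apiece, read by AlphaScreen after 30 min at room temperature.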
AmpC detergent: blocks E. coli AmpC beta-lactamase in detergent assay | AID 485294 | Potency, µM (series often up to 114 µM), inactives show at the top dose activity change, negative = inhibition, most hits filed as inhibitors | P00811 | AmpC hydrolysis of nitrocefin, absorbance 480 nm, 0.01% Triton | 0.041% of 370,000 active;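 note: potency is the fitted concentration of half-maximal effect; 0% = no-compound wells and -100% = no-enzyme wells; nearly all actives have a fitted effect of over 25% in size; some results filed as inactive show a strong effect at the top dose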
Target sequence (P00811 whole entry, looked up): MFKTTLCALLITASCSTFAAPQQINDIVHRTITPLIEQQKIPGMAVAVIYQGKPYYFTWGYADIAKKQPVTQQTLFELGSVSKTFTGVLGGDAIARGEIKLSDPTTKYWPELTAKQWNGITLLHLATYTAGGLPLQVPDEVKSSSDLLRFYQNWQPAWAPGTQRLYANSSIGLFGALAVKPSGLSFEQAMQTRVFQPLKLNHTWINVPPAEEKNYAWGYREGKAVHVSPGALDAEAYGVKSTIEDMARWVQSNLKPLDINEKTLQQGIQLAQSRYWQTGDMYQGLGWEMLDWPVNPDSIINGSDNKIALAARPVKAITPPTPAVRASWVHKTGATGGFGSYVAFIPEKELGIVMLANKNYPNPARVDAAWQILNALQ
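20 mM phosphate pH 7.0 + 0.01% (detergent screen) or 0.0001% Triton X-100; 5.3 nM AmpC reagent; cpd preinc 15 min RT; nitrocefin (800 uM stock) to start; A480 q20 s × 4 min; Activity was normalised to no-enzyme and no-compound control wells.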
Shiga inhibitor: Shiga toxin inhibition; Vero cells, Shiga toxin protein synthesis inhibition reporter; inhibition, % at 38.7 µM; 9.2% of 290,000 active; AID 2315; in the data active = inhibition mostly above about 28%, no sharp cut-off; inactive = mostly below about 43%; note: 0% is about no effect
AmpC inh no detg: blocks E. coli AmpC beta-lactamase in detergent-free assay; P00811; AmpC nitrocefin hydrolysis, absorbance 480 nm, 0.0001% Triton; Potency, µM (titrated, usually from 57.1 µM), without a hit: top-dose activity change, negative = inhibition, hits mostly inhibitors; 0.52% of 330,000 active; AID 485341;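 note: potency is the fitted concentration of half-maximal effect; plate controls were no compound for no effect and no enzyme for full effect; nearly all actives have a fitted effect of over 20% in size; some results filed as inactive show a strong effect at the top dose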
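20 mM phosphate pH 7.0 + 0.01% (detergent screen) or 0.0001% Triton X-100; 5.3 nM AmpC reagent; cpd preinc 15 min RT; nitrocefin (800 uM stock) to start; A480 q20 s × 4 min; Activity was normalised to no-enzyme and no-compound control wells.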
An asterisk follows results filed as active; ? = inconclusive; . = no result given; [ ] = another dose, or the depositor's remark. Unless noted, calls come from the whole dose curve; as a rule, active = well fitted curve in the direction sought with a large enough effect; inconclusive = small, poorly fitted or top-dose-only effect, or another doubt; inactive = no such curve, though single readings can be large; an effect the other way counts as inactive or inconclusive.

1. C[Se]C[C@@H](N)C(=O)O
2. O=C(NCC1CCCO1)c1ccccc1-c1nc(-c2ccccc2)no1 (stereo not given)
3. Cc1ccc(C(=O)C[n+]2cc(Br)cc(Br)c2)cc1[N+](=O)[O-]
4. Cc1cc(/C=C2\C(=O)NC(=O)N(c3ccc(Cl)cc3)C2=O)c(C)n1-c1sc2c(c1C#N)CCCC2
5. Cc1cc(C(c2nnnn2Cc2ccccc2)N2CCOCC2)c(C)n1-c1ccc2c(c1)OCO2 (stereo not given)
6. COc1cc(OC)c2c(-c3ccccc3)cc(=O)oc2c1C(CCN1CCOCC1)c1ccc2c(c1)OCO2 (stereo not given)

entry no.	1	2	3	4	5	6
HCMV inh	42	-5	-32	33	.	-20
FBPA Giardia inh	.	1%	-1%	-7%	-27%	-6%
CHX counter	.	35*	-3	-6	18*	19
AMA1 RON2 block	6%	-4%	-3%[2.32 µM]	-25%	-13%	?
AmpC detergent	-8%	-9%	-8%	-2%	1%	.
Shiga inhibitor	.	112*	17	-13	42*	-2
AmpC inh no detg	-5%	39%	-6%	-57%	66%[activator]	207%[activator]

7. CCOC(=O)CCCCCN(Cc1ccccc1)S(=O)(=O)c1ccc([N+](=O)[O-])cc1
8. O=C(COC(=O)Cc1ccc(Cl)cc1)NCc1ccc2c(c1)OCO2
9. COc1ccccc1CNC(=O)c1cccc(N(C)C)c1
10. CC1(C)CC(=O)CC(C)(C)N1OC(=O)c1ccncc1
11. CCOc1cc(S(=O)(=O)NC2CC(C)(C)NC(C)(C)C2)ccc1F
12. Cc1cc(OCC(=O)NCC(O)c2ccccc2)c2c3c(c(=O)oc2c1)CCC3 (stereo not given)

entry no.	7	8	9	10	11	12
HCMV inh	-27	0	0	21	30	4
FBPA Giardia inh	-9%	.	-1%	4%	-1%	.
CHX counter	-6	.	16	-4	1	-2
AMA1 RON2 block	?	-17%	0%	-8%	6%	-6%
AmpC detergent	-9%	?	4%	0%	?	-4%
Shiga inhibitor	-13	.	29	-15	-16	2
AmpC inh no detg	-7%	1%	-16%	-5%	-1%	-10%

13. CN1CCN(C(=O)c2ccccc2-c2nc(-c3ccc(Cl)cc3)no2)CC1
14. COc1ccc(CCNC(=O)COC(=O)c2ccc(N3CCCC3=O)cc2)cc1OC
15. Cc1cc2oc(C(=O)Nc3nonc3C)c(C)c2cc1C
16. COc1cccc(CN(C)C(=O)CCNC(=O)c2ccc(Br)cc2)c1
17. CCCCNC(=O)c1cc(S(=O)(=O)N2CCCCC2)oc1C
18. Cc1noc(C)c1COc1ccccc1C(=O)Nc1ccc(C(N)=O)cc1

entry no.	13	14	15	16	17	18
HCMV inh	-13	15	96	-36	-15	45
FBPA Giardia inh	4%	0%	.	.	.	.
CHX counter	16	1	57*	1	-5	.
AMA1 RON2 block	8%	9%	2%	27%	-12%	0%
AmpC detergent	?	-1%	3%	0%	-11%	1%
Shiga inhibitor	40	-4	165*	-5	-7	.
AmpC inh no detg	130%[activator]	-19%	-15%	19%	-2%	-8%

19. O=C(Nc1ccc(Cl)cc1F)C1CCCN(C2=NS(=O)(=O)c3ccccc32)C1 (stereo not given)
20. CC(C(=O)NCc1ccco1)n1cc(C(=O)c2ccco2)c2ccccc21 (stereo not given)
21. COc1ccc(NC(=S)NC(C)c2ccncc2)cc1OC (stereo not given)
22. CC(=O)c1cccc(NC(=O)c2ccccc2OCc2ccc(F)cc2)c1
23. CC(C(=O)NCc1ccc(F)cc1)c1ccc([N+](=O)[O-])cc1 (stereo not given)
24. CC(=O)OCc1c(-c2ccccc2)c2cc([N+](=O)[O-])ccc2n1C

entry no.	19	20	21	22	23	24
HCMV inh	-31	-4	?	-35	-37	-77*
FBPA Giardia inh	.	-2%	-6%	7%	1%	10%
CHX counter	.	15*	1	-5	0	-1
AMA1 RON2 block	-5%	15%	-15%	4%	0%	13%
AmpC detergent	0%	?	-2%	-7%	-12%	2%
Shiga inhibitor	.	-3	7	-5	8	-3
AmpC inh no detg	-10%	-32%	-3%[2.29 µM]	-32%	-1%	4%

25. C/C(N)=C(/C#N)C(=O)CSc1nc2ccccc2c(=O)n1-c1ccccc1C
26. COc1cccc2c(C)nc(Nc3nc(CSc4nnc(C)s4)cc(=O)[nH]3)nc12
27. COc1ccc(-n2nc(C(=O)NCC(=O)N3CCC(C(N)=O)CC3)c3ccccc3c2=O)cc1OC
28. CC(C)(C)n1nnnc1C(c1cccnc1)N1CCN(c2ccccc2F)CC1 (stereo not given)
29. COC(=O)c1cc(OC)c(OC)cc1NC(=O)CN1C(=O)c2ccccc2C1=O
30. O=C(NCCc1ccccc1)C(=O)NCC1CCCN1S(=O)(=O)c1ccccc1 (stereo not given)

entry no.	25	26	27	28	29	30
HCMV inh	?	27	-3	6	17	-28
FBPA Giardia inh	-9%	-1%	0%	3%	2%	.
CHX counter	-1	-1	-4	-2	-2	.
AMA1 RON2 block	4%	22%	33%[activator]	-4%	-5%	-7%
AmpC detergent	4%	3%	0%	-1%	-10%	?
Shiga inhibitor	-6	-7	-12	-6	-8	.
AmpC inh no detg	-19%	-13%	5%	-5%	-15%	-19%

Part of the list above in order of heavy-atom count, smallest number first.
24. CC(=O)OCc1c(-c2ccccc2)c2cc([N+](=O)[O-])ccc2n1C
25. C/C(N)=C(/C#N)C(=O)CSc1nc2ccccc2c(=O)n1-c1ccccc1C
30. O=C(NCCc1ccccc1)C(=O)NCC1CCCN1S(=O)(=O)c1ccccc1 (stereo not given)
27. COc1ccc(-n2nc(C(=O)NCC(=O)N3CCC(C(N)=O)CC3)c3ccccc3c2=O)cc1OC

entry no.	24	25	30	27
HCMV inh	-77*	?	-28	-3
FBPA Giardia inh	10%	-9%	.	0%
CHX counter	-1	-1	.	-4
AMA1 RON2 block	13%	4%	-7%	33%[activator]
AmpC detergent	2%	4%	?	0%
Shiga inhibitor	-3	-6	.	-12
AmpC inh no detg	4%	-19%	-19%	5%

(continued)
31. Cc1cc(C)nc(NS(=O)(=O)c2ccc(NC(=O)NC3CCCCC3)cc2)n1
32. CC1CN(C(=O)CN(C)S(=O)(=O)c2ccc3ccccc3c2)CC(C)O1 (stereo not given)
33. COc1ccc(-c2cc(CNC(=O)CCl)on2)cc1
34. CNC(=O)CSc1n[nH]c(-c2cc(Cl)ccc2OC)n1
35. Cc1ccc(-c2noc(CSc3nnc(-c4ccncc4)n3-c3ccc(C)cc3)n2)cc1
36. COc1cc(Br)cc(/C=N/NC(=O)Cc2ccc(C(F)(F)F)cc2[N+](=O)[O-])c1O

entry no.	31	32	33	34	35	36
HCMV inh	44	12	-63*	-9	15	-102*
FBPA Giardia inh	0%	-2%	1%	0%	4%	-3%
CHX counter	-1	-2	11	20	0	-2
AMA1 RON2 block	1%	-1%	3%	11%	-8%	31%[activator]
AmpC detergent	0%	-7%	?	6%	-12%	-3%
Shiga inhibitor	-6	-5	19	15	-13	-5
AmpC inh no detg	-37%	20%	-12%	-12%	146%[activator]	-22%

37. CC(=O)OCC(NC(=O)C(CCCCNC(=O)OCc1ccccc1)NC(=O)OC(C)(C)C)C1OC(n2cc(F)c(=O)[nH]c2=O)C(OC(C)=O)C1OC(C)=O (stereo not given)
38. O=c1c2ccccc2c(-c2ccc(Br)cc2)nn1Cc1ccccc1
39. CCOCCCNC(=O)CSCc1nc(-c2ccc(SC)cc2)oc1C
40. O=C(CN1CCN(c2ncccn2)CC1)NCCC1=CCCCC1
41. COc1cnc(-c2ccccn2)nc1Oc1ccc(C(C)(C)C)cc1
42. COc1ccc(CC(=O)Nc2ccc(-c3nnc(-c4ccccc4)o3)cc2)cc1

entry no.	37	38	39	40	41	42
HCMV inh	.	-26	-35	-8	-83*	-30
FBPA Giardia inh	7%	0%	3%	?	24%	4%
CHX counter	-3	-2	15	1	4	11*
AMA1 RON2 block	.	7%	-3%	-19%	-10%	-2%
AmpC detergent	.	-3%	-13%	-3%	-9%	0%
Shiga inhibitor	-4	-9	73	-10	1	18
AmpC inh no detg	.	-18%	134%[activator]	10%	155%[activator]	-6%

43. CC(C)c1ccc(C2/C(=C(/O)c3ccccc3)C(=O)C(=O)N2CCCN2CCOCC2)cc1 (stereo not given)
44. COc1ccc(CN2CCN(Cc3cccc(F)c3)CC2)cc1OC
45. Cc1noc(C)c1COC(=O)/C=C/c1ccc(Cl)cc1
46. COC(=O)C1CCN(C(c2cccs2)c2sc3nc(C)nn3c2O)CC1 (stereo not given)
47. O=C1CC(NS(=O)(=O)c2cc(F)ccc2F)CN1c1cccc(F)c1 (stereo not given)
48. O=C(Oc1ccccc1)Oc1ccc2c(c1)oc(=O)c1ccccc12

entry no.	43	44	45	46	47	48
HCMV inh	-5	28	-21	-14	-33	-24
FBPA Giardia inh	-2%	?	-1%	2%	.	-17%
CHX counter	2	-4	7	0	.	19
AMA1 RON2 block	-3%	-20%	22%	38%[activator]	21%	23%
AmpC detergent	-1%	3%	-7%	?	?	?
Shiga inhibitor	13	-10	-1	-2	.	9
AmpC inh no detg	12%	-1%	0%	4%	-19%	-24%

49. CCOC(=O)C1CCCN(S(=O)(=O)c2ccc3c(c2)CC(C)N3C(=O)C2CC2)C1 (stereo not given)
50. CCC(C)NC(=O)c1ccc(N2CC3CC(C2)c2cccc(=O)n2C3)c(NC(=O)c2ccc(Br)o2)c1 (stereo not given)
51. CC(CCc1ccccc1)NC(=O)C(Cc1ccccc1)NC(N)=O (stereo not given)
52. CCn1ncc(NC(=S)NCCc2ccc(OC)c(OC)c2)c1C(N)=O
53. CNS(=O)(=O)c1ccc(N=Cc2c(O)n(-c3ccccc3)c(=O)[nH]c2=O)cc1
54. CN1C(=O)NC(c2ccc(C(F)(F)F)cc2)C2=C1CC(C)(C)CC2=O (stereo not given)

entry no.	49	50	51	52	53	54
HCMV inh	14	-5	-9	-20	-34	41
FBPA Giardia inh	13%	17%	6%	-11%	-10%	0%
CHX counter	12	-8	-3	-3	-3	-4
AMA1 RON2 block	-3%	0%	2%	5%	0%	-1%
AmpC detergent	-12%	-14%	-10%	-9%	-13%	0%
Shiga inhibitor	1	-4	-5	-7	3	-6
AmpC inh no detg	33%	32%	4%	-14%[2.29 µM]	-12%	19%

55. N/C(=N\OC(=O)c1cccc(Br)c1)c1ccccc1
56. Cn1cc(Br)c(C(=O)NN2C(=O)C3C4C=CC(C5CC45)C3C2=O)n1 (stereo not given)
57. Cc1ccc(N(CC(=O)NCCSc2nc3ccccc3s2)S(=O)(=O)c2ccccc2)c(C)c1
58. CCCCC1(C)NC(=O)N(CC(=O)Nc2cc(S(=O)(=O)N3CCOCC3)ccc2Cl)C1=O (stereo not given)
59. CCc1ccc(NC(=O)c2cnn(-c3ccccc3)c2C2CCNCC2)cc1

entry no.	55	56	57	58	59
HCMV inh	264	2	?	-3	?
FBPA Giardia inh	0%	0%	0%	.	-16%
CHX counter	27*	1	0	.	2
AMA1 RON2 block	6%	1%	5%	-1%	-12%
AmpC detergent	-1%	-2%	-7%	1%	1%
Shiga inhibitor	59*	22	-10	.	-16
AmpC inh no detg	-16%	-11%	-5%	2%	37%
